# PAD4 FP inh: human PAD4 inhibitors, primary screen, biochemical, fluorescence polarization, 1536-well format. recombinant PAD4, RCA probe fluorescence polarization. inhibition, % at 6.36 µM. 330,000 compounds, 0.41% hits. AID 485272, 2010;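 active = percent inhibition above a cutoff equal to the mean of all tested compounds plus 3 SD, cut at about 15% in these data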;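 note: 0% = PAD4 with RCA probe and DMSO and 100% = probe without PAD4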
# PREPL inhibitor: PREPL enzyme inhibitors, primary screen, biochemical, fluorescence polarization. AID 2751, 2010. 320,000 compounds, 0.68% hits. inhibition, % at 5.96 µM. recombinant PREPL, fluorescence polarization activity-based probe. Prolyl endopeptidase-like (Homo sapiens), Q4J6C6; in the data active = inhibition above about 43%;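 note: 0% = enzyme with DMSO and 100% = wells lacking enzyme; many of its hits are not listed in these tables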
# LYPLA2 inh: LYPLA2 inhibitors, primary screen, counter-screen for PME1 inhibitor project, biochemical, fluorescence polarization, FP-Rh probe ABPP. Acyl-protein thioesterase 2 (Homo sapiens), O95372. recombinant LYPLA2. inhibition, % at 5.9 µM. 320,000 compounds, 0.38% hits;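 active = inhibition above the screen-wide mean plus 3 SD, limit set per campaign, cut at about 26% in these data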;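 note: 0% = LYPLA2 with DMSO and 100% = wells lacking LYPLA2 enzyme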
# Target sequence (O95372 whole entry, looked up): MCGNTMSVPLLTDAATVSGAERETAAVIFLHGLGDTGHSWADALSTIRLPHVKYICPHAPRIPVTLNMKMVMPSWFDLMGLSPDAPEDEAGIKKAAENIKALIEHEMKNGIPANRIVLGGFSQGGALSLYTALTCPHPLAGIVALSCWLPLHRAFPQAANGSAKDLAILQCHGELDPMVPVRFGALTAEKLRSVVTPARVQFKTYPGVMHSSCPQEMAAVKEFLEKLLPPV
# PAFAH1B3 FP inh: PAFAH1B3 enzyme inhibitors, primary screen, biochemical, fluorescence polarization, human; inhibition, % at 3.39 µM; recombinant PAFAH1B3, FP-rhodamine probe; AID 492972, 2010; 340,000 compounds, 0.28% hits;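 active = inhibition above the screen-wide average of all tested compounds plus 3 SD, cut at about 25% in these data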;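 note: 0% = enzyme with DMSO only and 100% = wells lacking PAFAH1B3 protein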
# Target sequence (Q15102 whole entry, looked up): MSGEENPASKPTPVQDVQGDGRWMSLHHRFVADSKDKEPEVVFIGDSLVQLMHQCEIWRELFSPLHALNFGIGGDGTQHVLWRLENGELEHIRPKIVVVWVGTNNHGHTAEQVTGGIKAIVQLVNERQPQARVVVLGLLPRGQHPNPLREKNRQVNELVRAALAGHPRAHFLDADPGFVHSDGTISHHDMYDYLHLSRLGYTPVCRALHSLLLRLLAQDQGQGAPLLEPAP
# PAFAH2 inh: PAFAH2 enzyme inhibitors, primary screen, biochemical, fluorescence polarization, human; AID 492956, 2010; inhibition, % at 3.39 µM; 340,000 compounds, 0.99% hits; recombinant PAFAH2, FP-rhodamine activity probe;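 active = inhibition above the mean over all tested compounds plus 3 SD, cut at about 30% in these data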;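 note: inhibitors block probe labeling of enzyme so polarization drops; 0% = enzyme with DMSO and 100% = wells lacking PAFAH2 protein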
# LYPLA1 inh: LYPLA1 inhibitors, primary screen, counter-screen for PME1 inhibitor project, biochemical, fluorescence polarization, FP-Rh probe ABPP; Acyl-protein thioesterase 1 (Homo sapiens), O75608; recombinant LYPLA1; inhibition, % at 5.9 µM; 320,000 compounds, 0.16% hits;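 active = inhibition above the mean of all tested compounds plus 3 SD, set per campaign, cut at about 14% in these data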;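 note: inhibitors block serine hydrolase probe labeling of LYPLA1 so polarization falls; 0% = enzyme with DMSO and 100% = wells lacking LYPLA1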
# EBNA-1 inh: EBNA-1 DNA-binding inhibitors, primary screen, biochemical, fluorescence polarization | AID 1950, 2009 | inhibition, % at 14.8 µM | 300,000 compounds, 0.34% hits; in the data active = inhibition above about 28%
# ZTA DNA inh: blocks Epstein-Barr virus ZTA, an EBNA-1 counter-screen | ZTA-DNA binding, fluorescence polarization | inhibition, % at 11 µM | P03206 | AID 2234 | 320,000 compounds, 0.15% hits; in the data active = inhibition above about 33%
# Target sequence (P03206 whole entry, looked up): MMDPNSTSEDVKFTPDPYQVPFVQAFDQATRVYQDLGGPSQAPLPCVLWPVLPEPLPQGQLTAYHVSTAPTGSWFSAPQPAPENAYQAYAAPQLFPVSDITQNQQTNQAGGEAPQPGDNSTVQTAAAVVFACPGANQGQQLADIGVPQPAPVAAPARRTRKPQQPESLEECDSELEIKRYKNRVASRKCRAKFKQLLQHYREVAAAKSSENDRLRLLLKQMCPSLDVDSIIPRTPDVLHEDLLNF
# GSTO1 counter: inhibitors of recombinant GSTO1, primary screen, counter-screen for RBBP9 inhibitor project, biochemical, fluorescence polarization; Glutathione S-transferase omega-1 (Homo sapiens), P78417; activity-based probe fluorescence polarization; inhibition, % at 5.96 µM; 300,000 compounds, 1.1% hits; AID 1974, 2009;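 active = inhibition above the campaign mean inhibition plus 3 SD, cut at about 35% in these data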;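 note: 0% = GSTO1-1 with DMSO and 100% = wells lacking GSTO1-1 enzyme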
# Target sequence (P78417 whole entry, looked up): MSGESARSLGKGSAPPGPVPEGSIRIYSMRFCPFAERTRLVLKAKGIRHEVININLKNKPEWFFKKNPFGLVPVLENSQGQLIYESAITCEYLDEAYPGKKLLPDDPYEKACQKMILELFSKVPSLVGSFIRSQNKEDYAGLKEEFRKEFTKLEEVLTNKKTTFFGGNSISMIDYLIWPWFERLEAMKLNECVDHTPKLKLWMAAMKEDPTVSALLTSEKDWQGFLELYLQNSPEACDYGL
# Numbers without * were called inactive; / = not tested or not shown. Some of the compounds tested, so the mix of outcomes need not match the whole.
SMILES,PAD4 FP inh,PREPL inhibitor,LYPLA2 inh,PAFAH1B3 FP inh,PAFAH2 inh,LYPLA1 inh,EBNA-1 inh,ZTA DNA inh,GSTO1 counter
O=C(COC(=O)c1ccc([N+](=O)[O-])o1)Nc1cccc(S(=O)(=O)N2CCCCC2)c1,-8,5,2,2,11,-1,-7,-6,11
COc1ccccc1NS(=O)(=O)c1cc(NC(=O)c2[nH]c(C)c(C(C)=O)c2C)ccc1N1CCOCC1,-3,10,-41,-3,-21,-38,9,5,-41
CCOP(=O)(OCC)C(Nc1ccc(C)cc1)c1ccco1 (stereo unspecified),2,5,7,1,1,3,2,8,6
Cc1ccc(/C=N/NC(=O)c2csc(C)c2)o1,-2,12,12,10,6,1,-14,-3,1
CN(CC(=O)NCCc1ccccc1)S(=O)(=O)c1ccc(Br)s1,-2,2,-1,5,7,1,-16,-8,-1
CCc1cccc(NC(=O)CCS(=O)(=O)c2cccc3nonc23)c1,-3,-1,0,1,-3,0,3,6,-5
N#CCOc1coc(CN2CCN(c3cccc(Cl)c3)CC2)cc1=O,0,5,13,11,14,6,2,1,1
COc1cccc(NC(=O)C(=O)N/N=C(\C)CC(=O)Nc2ccc(NC(C)=O)cc2)c1,-1,-7,12,-3,7,5,6,5,2
Cc1cc(C(=O)Nc2ccc(Br)cc2)c2ccccc2n1,1,0,6,7,1,1,-15,-18,-4
COC(=O)c1cc(C(=O)OCC(=O)N(C)c2ccccc2)cc([N+](=O)[O-])c1,0,-1,-2,0,0,-3,8,4,6
CC(=O)Nc1cccc(NC(=O)c2ccc(C(=O)Nc3cccc(NC(C)=O)c3)nc2)c1,-5,8,-6,-5,-11,-7,1,-9,-3
Cc1ccc(C)c(NC(=O)CN(C)S(=O)(=O)c2ccccc2)c1,0,7,-1,-8,6,4,16,7,-8
Cc1ccc(C2C3C(=O)N(c4ccccc4)C(=O)C3N3CCCN23)cc1 (stereo unspecified),0,10,-7,4,1,-3,-6,-12,12
O=C(CNC(=O)c1ccc(Br)cc1)N=Nc1c(O)[nH]c2ccc([N+](=O)[O-])cc12,1,15,15,2,0,1,-3,-4,19
Cc1cc(C(=O)Nc2nc3ccc(Cl)cc3s2)nn1C,3,-4,2,/,/,2,10,23,-1
C/C(=N\O)c1cccc(Br)c1,-5,3,3,-1,0,2,-13,-6,10
O=C(Nc1ccc(Oc2ccc3c(c2)C(=O)N(c2ccc(O)cc2)C3=O)cc1)c1cccs1,-2,-19,-111,-69,-68,-52,28*,22,-29
Cc1cc(C)nc(NC2=NCCN2C(=S)Nc2c(C)cccc2C)n1,-1,-1,3,22,0,-1,6,8,-2
O=C(Nc1nnc(C2CC2)s1)c1n[nH]c(=O)c2ccccc12,0,4,1,0,6,-1,-2,6,-9
COC(=O)CN(c1ccc2c(c1)OCCO2)S(=O)(=O)c1ccccc1,2,-9,-5,4,3,-6,-10,5,-1
CC1(C)CC(=O)C(C(c2ccc(Br)cc2)C2C(=O)CC(C)(C)CC2=O)C(=O)C1,2,2,-2,0,6,3,-7,2,11
COC(=O)c1ccc(CNC(=O)c2cc(COc3cncc(Cl)c3)on2)cc1,-4,-3,35*,1,-2,1,13,9,5
CCOC(=O)c1cc(-c2ccccc2)nn1-c1ccccn1,0,10,0,1,-4,-1,-3,-6,2
Cc1cccc(OCCNc2ccc([N+](=O)[O-])cn2)c1,-6,7,7,-1,3,2,0,-4,-1
Cc1ccc(NC(=O)CSc2ncnc3ccccc23)cc1S(=O)(=O)N1CCCCCC1,10,10,-36,-7,-9,-24,-3,-27,-7
O=C(NCc1ccco1)c1ccc2c(=O)n(CC3CCCO3)c(=S)[nH]c2c1 (stereo unspecified),-5,-8,-3,-3,6,-1,-7,8,16
c1ccc2c(Nc3ccc4c(c3)OCCO4)c3c(nc2c1)CCCC3,-3,37,2,3,-2,0,5,12,3
O=C(NCc1ccccc1)C(c1ccccc1F)N(C(=O)c1csnn1)C1CCCC1 (stereo unspecified),2,2,0,2,4,3,-9,-18,1
CCS(=O)(=O)N1CCN(c2ccccn2)CC1,3,9,9,7,-4,4,5,-16,5
CC(C)Oc1ccc(S(=O)(=O)N2CCOCC2)cc1NC(=O)CC1OC(=O)c2ccccc21 (stereo unspecified),-3,17,-5,2,1,-4,2,-3,9
Cc1cc(-c2nnc(SCC(=O)Nc3ccc(C)c(C)c3)n2N)n[nH]1,-1,-6,-4,9,-3,-3,-3,11,0
Cc1c(C(=O)OCc2nnc(-c3ccccc3)o2)oc2ccccc12,-1,-18,/,5,16,/,/,/,/
O=C(COC(=O)/C=C/c1cccc(Cl)c1)Nc1ccccc1-c1ccccc1,-5,-7,-8,/,/,-8,-1,-15,-2
COc1ccccc1S(=O)(=O)Cc1ccc(C(=O)N2CCN(c3cccc(Cl)c3)CC2)o1,-5,18,14,1,4,1,2,0,6
CC(C)(C)NC(=O)C(c1ccncc1)N(CC1CCCO1)C(=O)Cn1nnc(-c2ccc(F)cc2)n1 (stereo unspecified),-5,-4,8,9,4,1,-5,6,0
COCCn1c(SCC(=O)Nc2ccccc2OC)nc2ccccc21,0,0,-4,9,1,-3,8,4,-3
COC(=O)[C@H](Cc1ccccc1)NC(=O)N1CCCCCC1,-4,-5,-9,3,-2,-1,2,-4,-5
CCCNC(=O)c1ccc(CN2CCc3ccccc3C2)cc1,-3,2,10,6,9,0,-5,-4,2
CC1CCCN(C(=O)C2CCN(S(=O)(=O)c3cccc4nonc34)CC2)C1 (stereo unspecified),1,3,-1,1,2,2,0,-7,8
CCOc1cccc(-c2nn3c(-c4cc(C)[nH]n4)nnc3s2)c1,3,2,6,7,13,0,2,5,1
CCn1c(CNC(=O)c2ccc(Cl)cc2)nnc1SCC(=O)N1CCOCC1,-6,6,-4,7,-1,-1,-1,5,0
COc1cnn(-c2cccc(Cl)c2)c(=O)c1Cl,0,-1,-2,0,1,0,-7,0,-1
FC(F)(F)c1nnc2ccc(N3CCCC3)nn12,-1,-1,-5,-7,-6,-5,5,20,3
CCOC(=O)COc1ccc(S(=O)(=O)N2CCN(c3ccc(OC)cc3)CC2)cc1,-1,-11,1,7,6,2,3,-3,5
COCc1cc(C)nc2sc(C(=O)Nc3ccc(C(=O)OC)cc3)c(N)c12,6,9,6,7,-2,8,17,0,-4
Cn1c(SCC(=O)N2CCN(c3ccccc3)CC2)nnc1-c1cc2ccccc2o1,-2,10,2,-9,4,3,3,-2,2
COc1cccc(C(=O)N/N=C/C(Br)=C/c2ccccc2)c1,0,4,-6,0,-1,-4,-3,10,2
O=C(Nc1cccc(F)c1)c1c(O)c2cccc3c2n(c1=O)CCC3,-8,15,0,/,/,-1,-3,0,3
CSc1nc(NS(=O)(=O)c2ccc(F)cc2F)nn1C,2,-2,3,5,10,1,5,7,2
CN1C(=O)c2ccccc2N(C)C1c1cccs1 (stereo unspecified),-2,-3,-1,0,-9,-1,9,9,2
COc1ccc(C(=O)Nc2nnc(CC(=O)N/N=C/c3ccc(O)cc3O)s2)cc1,-3,23,-4,7,3,-10,-23,-7,-1
CC1=CCC2C(=O)N(c3cccc(C(=O)N(C)C4CCCCC4)c3)C(=O)C2C1 (stereo unspecified),0,6,1,-1,0,-1,3,1,-8
CCN(CC)c1ccc(/C=N/NC(=S)NCc2ccccc2)cc1,1,22,5,-1,6,0,-1,-12,0
O=C1C2C3c4ccccc4C(c4ccccc43)[C@@H]2C(=O)N1c1cccnc1 (stereo partly specified),-1,-33,-4,9,-1,1,8,9,3
O=C(N/N=C/c1cccc([N+](=O)[O-])c1)c1cnccn1,4,17,2,10,1,0,2,-7,3
CCN(CC)CCN(Cc1cc2cc(C)cc(C)c2[nH]c1=O)C(=S)NCc1ccco1,-4,-9,1,4,6,3,-10,-11,0
CSc1ccc(CNc2ccccc2)cc1,4,12,0,/,/,1,11,7,5
COC(=O)c1c(NC(=O)CC2NCCNC2=O)sc2c1CCCC2 (stereo unspecified),-1,11,2,10,-5,-3,0,-7,-7
NC(=O)c1nsc(C(=O)N(Cc2ccco2)C(C(=O)NCC2CCCO2)c2ccc(O)cc2)c1N (stereo unspecified),4,2,5,8,-3,5,1,7,-1
Cc1cc(C)cc(NC(=S)NC(=O)C2CC2)c1,1,-4,-6,1,5,-4,4,10,-2

# Quoted from above (two entries):
SMILES,PAD4 FP inh,PREPL inhibitor,LYPLA2 inh,PAFAH1B3 FP inh,PAFAH2 inh,LYPLA1 inh,EBNA-1 inh,ZTA DNA inh,GSTO1 counter
NC(=O)c1nsc(C(=O)N(Cc2ccco2)C(C(=O)NCC2CCCO2)c2ccc(O)cc2)c1N (stereo unspecified),4,2,5,8,-3,5,1,7,-1
Cc1cc(C)cc(NC(=S)NC(=O)C2CC2)c1,1,-4,-6,1,5,-4,4,10,-2

# Five compounds drawn at random from the list so far:
SMILES,PAD4 FP inh,PREPL inhibitor,LYPLA2 inh,PAFAH1B3 FP inh,PAFAH2 inh,LYPLA1 inh,EBNA-1 inh,ZTA DNA inh,GSTO1 counter
COC(=O)c1c(NC(=O)CC2NCCNC2=O)sc2c1CCCC2 (stereo unspecified),-1,11,2,10,-5,-3,0,-7,-7
COc1ccc(C(=O)Nc2nnc(CC(=O)N/N=C/c3ccc(O)cc3O)s2)cc1,-3,23,-4,7,3,-10,-23,-7,-1
CSc1nc(NS(=O)(=O)c2ccc(F)cc2F)nn1C,2,-2,3,5,10,1,5,7,2
CC1=CCC2C(=O)N(c3cccc(C(=O)N(C)C4CCCCC4)c3)C(=O)C2C1 (stereo unspecified),0,6,1,-1,0,-1,3,1,-8
O=C(N/N=C/c1cccc([N+](=O)[O-])c1)c1cnccn1,4,17,2,10,1,0,2,-7,3

# Single entries from the results shown.
# NC(=O)c1nsc(C(=O)N(Cc2ccco2)C(C(=O)NCC2CCCO2)c2ccc(O)cc2)c1N (stereo unspecified) in EBNA-1 inh is entered as 1
# CN1C(=O)c2ccccc2N(C)C1c1cccs1 (stereo unspecified) in PAFAH2 inh is entered as -9
# Cn1c(SCC(=O)N2CCN(c3ccccc3)CC2)nnc1-c1cc2ccccc2o1 in PAFAH1B3 FP inh is entered as -9

# Screening results deposited in PubChem BioAssay by The Scripps Research Institute Molecular Screening Center.
